Source: PubChem BioAssay (Broad Institute)
NSD2 HMT inh: NSD2 histone methyltransferase inhibitors, primary screen, biochemical, AlphaScreen, single concentration, set 2. NSD2 peptide methylation, 120 min. 0.54% of 310,000 active. Histone-lysine N-methyltransferase NSD2 (Homo sapiens), O96028. inhibition, % at 12.5 µM; in the data active = inhibition above about 50%
Target sequence (O96028 whole entry, looked up): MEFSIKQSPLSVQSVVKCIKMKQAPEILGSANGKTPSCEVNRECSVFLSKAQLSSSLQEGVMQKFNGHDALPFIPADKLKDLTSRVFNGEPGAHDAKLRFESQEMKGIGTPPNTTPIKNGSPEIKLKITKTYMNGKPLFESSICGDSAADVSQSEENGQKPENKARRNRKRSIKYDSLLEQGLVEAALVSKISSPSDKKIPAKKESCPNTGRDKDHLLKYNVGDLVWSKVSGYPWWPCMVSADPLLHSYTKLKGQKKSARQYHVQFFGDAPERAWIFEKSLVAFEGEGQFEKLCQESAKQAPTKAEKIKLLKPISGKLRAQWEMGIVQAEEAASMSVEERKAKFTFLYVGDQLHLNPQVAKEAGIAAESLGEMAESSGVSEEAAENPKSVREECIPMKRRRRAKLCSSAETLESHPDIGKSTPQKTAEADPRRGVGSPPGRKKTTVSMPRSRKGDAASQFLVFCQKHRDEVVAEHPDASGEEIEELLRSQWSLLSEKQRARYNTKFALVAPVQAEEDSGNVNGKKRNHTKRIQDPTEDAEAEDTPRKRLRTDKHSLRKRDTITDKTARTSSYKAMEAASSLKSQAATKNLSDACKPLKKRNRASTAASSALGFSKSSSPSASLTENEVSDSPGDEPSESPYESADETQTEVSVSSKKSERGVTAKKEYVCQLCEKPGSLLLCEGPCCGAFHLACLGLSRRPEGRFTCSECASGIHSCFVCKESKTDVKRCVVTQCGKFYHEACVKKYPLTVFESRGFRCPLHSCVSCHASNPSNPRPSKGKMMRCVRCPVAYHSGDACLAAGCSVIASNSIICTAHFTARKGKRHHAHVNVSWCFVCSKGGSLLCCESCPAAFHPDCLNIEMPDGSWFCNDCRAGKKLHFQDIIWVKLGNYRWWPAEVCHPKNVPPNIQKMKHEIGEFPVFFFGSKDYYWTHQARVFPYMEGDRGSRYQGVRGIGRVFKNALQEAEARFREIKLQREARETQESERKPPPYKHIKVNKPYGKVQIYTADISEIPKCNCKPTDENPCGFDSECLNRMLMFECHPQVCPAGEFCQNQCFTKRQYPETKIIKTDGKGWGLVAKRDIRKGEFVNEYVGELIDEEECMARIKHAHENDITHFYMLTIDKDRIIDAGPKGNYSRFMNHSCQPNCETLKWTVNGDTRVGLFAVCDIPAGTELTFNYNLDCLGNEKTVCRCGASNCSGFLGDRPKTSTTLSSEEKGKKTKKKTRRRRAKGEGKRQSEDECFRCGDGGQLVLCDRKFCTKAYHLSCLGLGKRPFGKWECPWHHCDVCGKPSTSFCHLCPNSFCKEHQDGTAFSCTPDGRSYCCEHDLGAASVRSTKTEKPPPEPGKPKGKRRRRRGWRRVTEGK
SR-BI uptake up: activators of SR-BI mediated DiI-HDL uptake, primary screen, ldlA[mSR-BI] CHO cells, DiI fluorescence | activation, % at 12.5 µM | 0.096% of 320,000 active | AID 504775, 2011 | 3 h; 100 = double the neutral-control signal;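 active = mean replicate activation of at least 60% and every replicate at or above 60%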;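 note: 0% = median plate neutral-control signal and 100% = twice that signal; values of inactives mirror those of a sister screen read the other way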
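Assay system: CHO ldlA[mSR-BI] cells, LDL receptor-null, SR-BI overexpressing; medium: Ham's F12 with 0.5% BSA, HEPES 25 mM, pH 7.4; also added: DiI-HDL 10 µg/mL; timing: 3 h uptake period with compound, 37 °C; signal: DiI fluorescence, bottom read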
dFosB act: activators of delta FosB homodimer, primary screen, biochemical, fluorescence polarization, TAMRA-CDK5 oligo, single point. Protein FosB (Mus musculus), P13346. purified delta FosB; percent of positive-control signal above neutral wells. activation, % at 25 µM. 0.99% of 340,000 active. AID 493131, 2011;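 active = mean activation above about 17%, with every replicate also reaching it, limit read from the data, passing the limit was not always enough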;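 note: fluorescence polarization rise as delta FosB binds a TAMRA Cdk5 AP-1 oligo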
MITF TRPM1 HTS: activators of MITF-driven TRPM1 promoter reporter, primary screen, cell-based, SK-MEL-5, luciferase, single point. activation, % at 12.5 µM. SK-MEL-5 TRPM1-promoter luciferase, 24 h; % of positive control, neutral wells = 0. 0.75% of 300,000 active;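 active = mean activation of at least 80% with every replicate also reaching 80%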;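 note: 0% = neutral control wells and 100% = parthenolide positive control wells; values of inactives mirror those of a sister screen read the other way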
SR-BI HDL uptake: inhibitors of SR-BI mediated HDL lipid uptake, primary screen, ldlA[mSR-BI] cells, fluorescence, single point; ldlA[mSR-BI] CHO cells, DiI-HDL uptake fluorescence, 3 h; inhibition, % at 12.5 µM; 0.96% of 320,000 active; AID 488896, 2010;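 active = mean replicate inhibition of at least 70% and a set share of replicates each scoring 70 or more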;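 note: 0% = median of neutral control wells and 100% = median of positive control wells; values of inactives mirror those of a sister screen read the other way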
CAL PDZ FP-1: CAL PDZ peptide-binding inhibitors, primary screen, biochemical, fluorescence polarization, Cer-tagged CAL PDZ, HTS | Golgi-associated PDZ and coiled-coil motif-containing protein (Homo sapiens), Q9HD26 | purified CAL PDZ, TMR-peptide fluorescence polarization, 1 h | inhibition, % at 20 µM | 0.02% of 330,000 active | AID 504414, 2011;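 active = highest replicate inhibition of at least 40%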;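 note: plate controls were DMSO neutral control wells for no effect and unlabeled competitor peptide control wells for full effect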
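Material: tagged CAL PDZ domain; buffer or medium: 25 mM sodium phosphate pH 7.4, 150 mM NaCl, TCEP, IgG, Thesit; compound dosing: single point, 20 µM; schedule: 1 h incubation at room temperature before polarization reading; measured by: FP readout, S and P plane fluorescence; read-out basis: percent inhibition from loss of millipolarization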
PfHsp90 yeast 2: growth inhibition of PfHsp90-expressing yeast, primary screen, antimalarial PfHsp90 inhibitor project, S. cerevisiae, BacTiter-Glo luminescence, single point, set 2; BacTiter-Glo ATP, 48 h; yeast lacking PDR1 and PDR3 efflux regulators; 0.32% of 310,000 active; inhibition, % at 9.4 µM;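 active = every replicate shows inhibition above about 80%, whatever the replicate mean, limit read from the data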;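 note: 0% = DMSO neutral controls and 100% = 20 µM radicicol positive controls; yeast relying on Plasmodium falciparum Hsp90 in place of its own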
Rtt109 Vps75: inhibitors of C. albicans Rtt109/Vps75 HAT, primary screen, biochemical, ThioGlo CoA-SH fluorescence, plate reader; purified Rtt109/Vps75, 4 h; 0.16% of 330,000 active; inhibition, % at 34.9 µM;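 active = inhibition of at least 50% in every replicate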
CAL PDZ FP-2: untagged CAL PDZ binding inhibitors, primary screen, biochemical, fluorescence polarization, HTS; 0.92% of 300,000 active; inhibition, % at 24.9 µM; AID 602252, 2012; Golgi-associated PDZ and coiled-coil motif-containing protein (Homo sapiens), Q9HD26; purified CAL PDZ, TMR-peptide fluorescence polarization, 1 h;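 active = mean inhibition of at least 30% with at least half of replicates also reaching 30%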;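 note: 0% = DMSO neutral control and 100% = excess unlabeled competitor peptide PRC23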
PvdQ acylase: P. aeruginosa PvdQ acylase inhibitors, primary screen, biochemical, fluorescence, plate reader and imaging, single point. purified PvdQ acylase. inhibition, % at 10 µM. 0.063% of 340,000 active; in the data active = inhibition above about 30%, passing the limit was not always enough;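 note: 0% = vehicle neutral wells and 100% = reference inhibitor wells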
The depositor's hits bear a star.

Results for CCOC(=O)C1=C(C)NC(=O)CC1c1cc(OC)c(OC)cc1Br (stereo unspecified) ?
NSD2 HMT inh: -1; SR-BI uptake up: 2; dFosB act: 2; MITF TRPM1 HTS: -7; SR-BI HDL uptake: -2; CAL PDZ FP-1: 1.0; PfHsp90 yeast 2: 15; Rtt109 Vps75: -3; CAL PDZ FP-2: -2; PvdQ acylase: 3

How did Cc1cc(=O)c2cc(C(=O)c3ccccc3)ccc2[nH]1 do in these assays?
NSD2 HMT inh: 0; SR-BI uptake up: 22; dFosB act: -24; MITF TRPM1 HTS: -1; SR-BI HDL uptake: -22; CAL PDZ FP-1: -1.3; PfHsp90 yeast 2: 5; Rtt109 Vps75: -6; CAL PDZ FP-2: 2; PvdQ acylase: -2

What do the screens show for `Cc1nc(CC(=O)c2ccc(O)c(C)c2O)cs1`?
SR-BI uptake up: -4; dFosB act: -1; MITF TRPM1 HTS: 27; SR-BI HDL uptake: 4; CAL PDZ FP-1: -1.0; PfHsp90 yeast 2: -9; Rtt109 Vps75: 11; CAL PDZ FP-2: 2; PvdQ acylase: -1

What do the screens show for `COc1ccc(NC(=O)NCC(C)CSc2ccc(C)cc2)c(OC)c1` (stereo unspecified)?
NSD2 HMT inh: -1; SR-BI uptake up: -17; dFosB act: 0; MITF TRPM1 HTS: 1; SR-BI HDL uptake: 17; CAL PDZ FP-1: -2.0; PfHsp90 yeast 2: -12; Rtt109 Vps75: 6; CAL PDZ FP-2: -11; PvdQ acylase: -14

Results for COc1ccc(NC(=O)COC(=O)c2c3c(nc4ccccc24)CCCC3)cc1Cl ?
SR-BI uptake up: -55; dFosB act: -9; MITF TRPM1 HTS: 10; SR-BI HDL uptake: 55; CAL PDZ FP-1: -6.2; PfHsp90 yeast 2: -10; Rtt109 Vps75: -5; CAL PDZ FP-2: -3; PvdQ acylase: -7

How did COc1ccc2c(CC(=O)O)cc(=O)oc2c1 do in these assays?
NSD2 HMT inh: 1; SR-BI uptake up: 10; dFosB act: -2; MITF TRPM1 HTS: 6; SR-BI HDL uptake: -10; CAL PDZ FP-1: -2.4; PfHsp90 yeast 2: 16; Rtt109 Vps75: -4; CAL PDZ FP-2: 1; PvdQ acylase: -17

How did COC(=O)c1ccc(S(=O)(=O)N2CCOCC2)o1 do in these assays?
SR-BI uptake up: 5; dFosB act: 7; MITF TRPM1 HTS: 1; SR-BI HDL uptake: -5; CAL PDZ FP-1: -2.0; PfHsp90 yeast 2: 3; Rtt109 Vps75: 0; CAL PDZ FP-2: -8; PvdQ acylase: 1

How did CCc1ccc(CNC(=O)CC2C(=O)NCCN2Cc2ccccc2F)nc1 (stereo unspecified) do in these assays?
NSD2 HMT inh: -2; SR-BI uptake up: 22; dFosB act: -9; MITF TRPM1 HTS: -7; SR-BI HDL uptake: -22; CAL PDZ FP-1: -1.1; PfHsp90 yeast 2: 28; Rtt109 Vps75: -2; PvdQ acylase: -6

How did COc1ccc(C(C)NC(=O)c2ccncc2)cc1OC (stereo unspecified) do in these assays?
NSD2 HMT inh: 4; SR-BI uptake up: 13; dFosB act: 0; MITF TRPM1 HTS: -2; SR-BI HDL uptake: -13; CAL PDZ FP-1: -0.1; PfHsp90 yeast 2: -12; Rtt109 Vps75: 2; CAL PDZ FP-2: 76*; PvdQ acylase: -14

How did COc1ccc(-c2cc(C(=O)N3CCCc4ccccc43)no2)cc1OC do in these assays?
NSD2 HMT inh: -3; SR-BI uptake up: -57; dFosB act: -8; MITF TRPM1 HTS: 13; SR-BI HDL uptake: 57; CAL PDZ FP-1: -3.5; PfHsp90 yeast 2: -16; Rtt109 Vps75: 1; CAL PDZ FP-2: -4; PvdQ acylase: -5

What do the screens show for `FC(F)Oc1ccc(NC(=S)NCCc2ccccn2)cc1`?
NSD2 HMT inh: -1; SR-BI uptake up: -9; dFosB act: 2; MITF TRPM1 HTS: 20; SR-BI HDL uptake: 9; CAL PDZ FP-1: -6.7; PfHsp90 yeast 2: 10; Rtt109 Vps75: -5; CAL PDZ FP-2: -4; PvdQ acylase: -9

What do the screens show for `CC(C)(C)Cc1nnc(NS(=O)(=O)c2ccc([N+](=O)[O-])cc2)s1`?
NSD2 HMT inh: 0; SR-BI uptake up: -8; dFosB act: 0; MITF TRPM1 HTS: 14; SR-BI HDL uptake: 8; CAL PDZ FP-1: -8.2; PfHsp90 yeast 2: -24; Rtt109 Vps75: 6; CAL PDZ FP-2: -6; PvdQ acylase: -6

What do the screens show for `COc1ccc(C(=O)n2nc(C)c(Br)c2C)cc1OC`?
NSD2 HMT inh: -1; SR-BI uptake up: -23; dFosB act: 4; MITF TRPM1 HTS: -1; SR-BI HDL uptake: 23; CAL PDZ FP-1: -0.6; PfHsp90 yeast 2: -7; Rtt109 Vps75: -1; CAL PDZ FP-2: 0; PvdQ acylase: -2

How did COc1ccc(CCNC(=O)/C=C\c2ccccc2)cc1OC do in these assays?
NSD2 HMT inh: -1; SR-BI uptake up: -17; dFosB act: -8; MITF TRPM1 HTS: 8; SR-BI HDL uptake: 17; CAL PDZ FP-1: 0.3; PfHsp90 yeast 2: 27; Rtt109 Vps75: -5; CAL PDZ FP-2: -5; PvdQ acylase: -9

What do the screens show for `O=C1c2ccccc2C(=O)N1CCc1ccccn1`?
NSD2 HMT inh: 0; SR-BI uptake up: 13; dFosB act: -2; MITF TRPM1 HTS: 0; SR-BI HDL uptake: -13; CAL PDZ FP-1: -0.6; PfHsp90 yeast 2: 23; Rtt109 Vps75: -6; PvdQ acylase: 0

What do the screens show for `CCOC(=O)c1c(C)noc1-c1ccco1`?
NSD2 HMT inh: 0; SR-BI uptake up: 11; dFosB act: -1; SR-BI HDL uptake: -11; CAL PDZ FP-1: 0.7; PfHsp90 yeast 2: -24; Rtt109 Vps75: -1; CAL PDZ FP-2: -5; PvdQ acylase: -7

What do the screens show for `CCn1c(CC(=O)Nc2ccccc2)nnc1SCC(=O)NC1CCCC1`?
NSD2 HMT inh: 0; SR-BI uptake up: 3; dFosB act: -1; MITF TRPM1 HTS: 14; SR-BI HDL uptake: -3; CAL PDZ FP-1: -2.1; PfHsp90 yeast 2: 13; Rtt109 Vps75: -3; CAL PDZ FP-2: -4; PvdQ acylase: -15

What do the screens show for `CC(C)Cc1nc(N2CCOCC2)c(C#N)c2c1CCC2`?
NSD2 HMT inh: -5; dFosB act: 0; MITF TRPM1 HTS: -9; CAL PDZ FP-1: -1.8; PfHsp90 yeast 2: -15; Rtt109 Vps75: 2; CAL PDZ FP-2: -2; PvdQ acylase: -16

What do the screens show for `CS(=O)(=O)N1CCC(Oc2ccccc2C(=O)NC(C2CC2)C2CC2)CC1`?
NSD2 HMT inh: -2; SR-BI uptake up: 7; dFosB act: -3; MITF TRPM1 HTS: 11; SR-BI HDL uptake: -7; CAL PDZ FP-1: -1.6; PfHsp90 yeast 2: 3; Rtt109 Vps75: 7; CAL PDZ FP-2: -8; PvdQ acylase: 5

What do the screens show for `COc1ccc(CNC(=O)Cn2nc(-c3ccc4c(c3)OCCO4)ccc2=O)cc1`?
NSD2 HMT inh: 3; SR-BI uptake up: 21; dFosB act: -1; MITF TRPM1 HTS: -14; SR-BI HDL uptake: -21; CAL PDZ FP-1: -1.0; PfHsp90 yeast 2: 6; Rtt109 Vps75: -6; CAL PDZ FP-2: -3; PvdQ acylase: 12

Results for COc1cc(C(CC(=O)Nc2cccc(C)n2)N2Cc3ccccc3C2=O)cc(OC)c1OC (stereo unspecified) ?
NSD2 HMT inh: -1; dFosB act: -11; MITF TRPM1 HTS: 2; CAL PDZ FP-1: -0.1; PfHsp90 yeast 2: 30; Rtt109 Vps75: 1; CAL PDZ FP-2: -6; PvdQ acylase: -18

How did C=CCn1c(C(C)NC(=O)c2cccs2)n[nH]c1=S (stereo unspecified) do in these assays?
NSD2 HMT inh: -4; SR-BI uptake up: -17; dFosB act: 1; MITF TRPM1 HTS: 9; SR-BI HDL uptake: 17; CAL PDZ FP-1: -3.3; PfHsp90 yeast 2: 3; Rtt109 Vps75: -3; CAL PDZ FP-2: -3; PvdQ acylase: -12

How did CCN(CC)C(=S)NC(=O)C12CC3CC(CC(C3)C1)C2 do in these assays?
NSD2 HMT inh: -2; SR-BI uptake up: 12; dFosB act: -7; MITF TRPM1 HTS: -6; SR-BI HDL uptake: -12; CAL PDZ FP-1: -1.0; PfHsp90 yeast 2: 5; Rtt109 Vps75: -15; CAL PDZ FP-2: -3; PvdQ acylase: -15

Results for COc1cc(Cl)c(C)cc1NC(=O)CSc1nc2ccccc2o1 ?
NSD2 HMT inh: 2; SR-BI uptake up: 2; dFosB act: -1; MITF TRPM1 HTS: -1; SR-BI HDL uptake: -2; CAL PDZ FP-1: 0.0; PfHsp90 yeast 2: -3; Rtt109 Vps75: -9; CAL PDZ FP-2: -1; PvdQ acylase: -5

What do the screens show for `N#C/C(=C\c1c(Oc2ccccc2F)nc2ccccn2c1=O)C(=O)NC1CCS(=O)(=O)C1` (stereo unspecified)?
NSD2 HMT inh: 3; dFosB act: -6; MITF TRPM1 HTS: -14; CAL PDZ FP-1: -0.1; PfHsp90 yeast 2: -5; Rtt109 Vps75: -62; CAL PDZ FP-2: 2; PvdQ acylase: -6

How did COc1cccc(OC)c1C(=O)Nc1nnc(-c2cccs2)s1 do in these assays?
NSD2 HMT inh: 2; SR-BI uptake up: -6; dFosB act: -6; MITF TRPM1 HTS: -12; SR-BI HDL uptake: 6; CAL PDZ FP-1: 10; PfHsp90 yeast 2: 8; Rtt109 Vps75: -1; CAL PDZ FP-2: -4; PvdQ acylase: 4

How did Nc1nc(NCCCN2CCOCC2)nc(Nc2ccccc2)c1[N+](=O)[O-] do in these assays?
NSD2 HMT inh: 6; SR-BI uptake up: 20; dFosB act: 5; MITF TRPM1 HTS: 16; SR-BI HDL uptake: -20; CAL PDZ FP-1: -1.7; PfHsp90 yeast 2: -29; Rtt109 Vps75: -3; PvdQ acylase: 0

What do the screens show for `CC(C)CCn1c(SCC(N)=O)nc2c1c(=O)n(C)c(=O)n2C`?
SR-BI uptake up: -4; dFosB act: 0; MITF TRPM1 HTS: 2; SR-BI HDL uptake: 4; CAL PDZ FP-1: 0.1; PfHsp90 yeast 2: 7; Rtt109 Vps75: -7; PvdQ acylase: -16
